Compound activity deposited in PubChem by several laboratories.
NPY-Y1 antag = NPY-Y1 (human) receptor antagonism | HEK293-CNG Y1 cells, membrane potential fluorescence; NPY at EC95, then isoproterenol | hit rate 1% among 200,000 | inhibition, % at 3.6 µM | P25929;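 active means inhibition above the campaign mean inhibition of all tested compounds plus 3 SD, cut at about 20% in these data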;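 further: 0% = DMSO wells given NPY plus isoproterenol and 100% = isoproterenol alone without NPY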
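material = HEK293 cells with Y1 receptor plus CNG channel | also added = NPY 25 nM then isoproterenol 1 µM plus Ro 20-1724 25 µM | schedule = dye 3 h, compound 60 min room temperature, stimulation 45 min | measured by = membrane potential fluorescence | benchmarks = high control isoproterenol alone, low control NPY with isoproterenol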
CHOP inh = blocks CHOP induction under ER stress | CHO-K1 CHOP-promoter luciferase, tunicamycin-induced, 15-18 h | inhibition, % at 10 µM | hit rate 3.8% among 220,000;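 active means compounds that reduced the stress-induced luciferase reporter signal by more than about 70% of percent inhibition, limit read from the data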;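 further: 0% = tunicamycin plus vehicle and 100% = wells without tunicamycin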
S1P4 antagonist = blocks the human S1P4 receptor | O95977 | S1P4-expressing cells, antagonist mode, reporter read-out | inhibition, % at 4.98 µM | hit rate 0.26% among 220,000 | AID 1510; in the data active means inhibition above about 29%;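 further: 0% = wells stimulated with agonist and 100% = vehicle wells without agonist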
zfTRPN1 agonist = agonists of zebrafish TRPN1 channel. HEK293 zebrafish TRPN1-YFP, Fluo-8 calcium fluorescence; 100% = response to 87 µM carbachol. activation, % at 3 µM. hit rate 0.18% among 220,000. AID 1424;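 active means activation above its plate's cutoff, the mean activation of test wells on that plate plus 3 SD, cut at about 19% in these data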;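 further: 0% = DMSO alone and 100% = 87 µM carbachol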
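Material – zebrafish TRPN1-YFP in HEK293 cells · Doses – 3 µM single point · Schedule – dye 1 h 37 °C plus 30 min RT · Signal – Fluo-8 calcium fluorescence, excitation 470-495 nm, emission 515-575 nm · Read-out – % activation versus carbachol response · Control set – carbachol high, DMSO low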
NPY-Y2 PAM-ag = potentiates or activates human NPY-Y2 receptor. P49146. cells expressing NPY-Y2, potentiator/agonist read-out. activation, % at 3.6 µM. hit rate 0.45% among 220,000. AID 1359; in the data active means activation above about 27%;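 further: cells stimulated with NPY near EC25 plus isoproterenol at EC100; 0% = vehicle plus submaximal agonist and 100% = vehicle plus saturating agonist; some results beyond the cut were filed as inactive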
Target sequence (P49146 whole entry, looked up): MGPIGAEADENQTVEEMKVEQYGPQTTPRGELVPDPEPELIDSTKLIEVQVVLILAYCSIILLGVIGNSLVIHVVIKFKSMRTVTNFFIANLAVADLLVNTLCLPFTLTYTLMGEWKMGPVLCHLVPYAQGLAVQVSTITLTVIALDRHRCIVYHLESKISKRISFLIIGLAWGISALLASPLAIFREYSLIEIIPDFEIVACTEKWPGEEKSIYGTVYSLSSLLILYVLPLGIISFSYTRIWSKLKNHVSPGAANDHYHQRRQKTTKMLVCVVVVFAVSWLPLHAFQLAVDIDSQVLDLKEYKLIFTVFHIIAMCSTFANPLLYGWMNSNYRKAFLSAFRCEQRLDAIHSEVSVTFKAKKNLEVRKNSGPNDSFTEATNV
EP2 modulator = EP2 receptor (human) modulation; EP2-expressing cells, cAMP HTRF FRET, PGE2 co-stimulation; induction, % at 25 µM; hit rate 0.83% among 260,000;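 active means compounds whose cAMP rise, as percent of the full-agonist control response, exceeds 60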;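 further: rat C6 glioma line stably carrying human EP2 under a CMV promoter; the protocol text gives 20 µM as final concentration; 100% = response of wells given 1 µM PGE2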
Target sequence (P43116 whole entry, looked up): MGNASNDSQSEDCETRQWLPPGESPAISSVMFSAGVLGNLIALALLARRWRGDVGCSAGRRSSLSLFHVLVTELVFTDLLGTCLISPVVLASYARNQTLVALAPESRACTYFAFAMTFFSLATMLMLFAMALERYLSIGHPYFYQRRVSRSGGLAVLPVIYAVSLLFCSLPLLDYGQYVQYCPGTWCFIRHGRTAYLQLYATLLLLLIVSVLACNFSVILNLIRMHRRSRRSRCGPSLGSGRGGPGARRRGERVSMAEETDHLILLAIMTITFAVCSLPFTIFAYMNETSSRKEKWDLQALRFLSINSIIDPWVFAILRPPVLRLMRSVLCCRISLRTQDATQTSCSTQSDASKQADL
NPY-Y1 PAM-ag = potentiates or activates human NPY-Y1 receptor; AID 1304; activation, % at 3.6 µM; NPY-Y1 expressing cells, potentiator/agonist activation; hit rate 0.37% among 220,000; in the data active means activation above about 33%, passing the limit was not always enough;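 further: cells stimulated with NPY at EC10 then isoproterenol at EC100; 0% = low agonist plus stimulus and 100% = saturating agonist plus stimulus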
S1P4 agonist = activates the human S1P4 receptor | O95977 | activation, % at 4.98 µM | S1P4-expressing cell line, agonist reporter assay | hit rate 0.35% among 220,000; in the data active means activation above about 11%;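 further: 0% = DMSO vehicle and 100% = reference agonist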
TRPML3 agonist = human mucolipin-3 channel agonism; Q8TDD5; HEK293 TRPML3-YFP, Fluo-8 calcium fluorescence; 100% = the carbachol control signal; activation, % at 3 µM; hit rate 0.29% among 220,000;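 active means activation above its plate's cutoff, the mean activation of the plate's test wells plus 3 SD, cut at about 12% in these data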;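 further: 0% = DMSO only wells and 100% = carbachol wells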
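system = HEK293 cells stably carrying human TRPML3-YFP | doses = one concentration, 3 µM nominal, 0.3% DMSO | timing = dye loading 1 h 37 °C then 30 min ambient, 125 s read | detection = Fluo-8 calcium dye fluorescence, ex 470-495, em 515-575 nm | benchmarks = high control carbachol 87 µM, low control DMSO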
Starred values were filed as active, the others as inactive; / = not tested or not shown; & = joins results of further samples.

Sample of the layout:
Sequence of screens – NPY-Y1 antag	CHOP inh	S1P4 antagonist	zfTRPN1 agonist	NPY-Y2 PAM-ag	EP2 modulator	NPY-Y1 PAM-ag	S1P4 agonist	TRPML3 agonist
> Cc1ccc(CSc2ccc(-c3cccs3)nn2)cc1
    -4	38	-10	1.1	7	15	-9	2.1	0.7
> O=[N+]([O-])c1ccc(N2CCOCC2)cc1O
    /	11	-13	0.5	7	-14	-4	1.2	-0.1

The whole of this part, from the start:
Sequence of screens – NPY-Y1 antag	CHOP inh	S1P4 antagonist	zfTRPN1 agonist	NPY-Y2 PAM-ag	EP2 modulator	NPY-Y1 PAM-ag	S1P4 agonist	TRPML3 agonist
> Cc1ccc(CSc2ccc(-c3cccs3)nn2)cc1
    -4	38	-10	1.1	7	15	-9	2.1	0.7
> O=[N+]([O-])c1ccc(N2CCOCC2)cc1O
    /	11	-13	0.5	7	-14	-4	1.2	-0.1
> COc1ccc(C(=O)NN=C(Cc2ccccc2)Cc2ccccc2)cc1OC
    -7	5	3	-0.3	-15	-3	10	0.1	0.8
> Cc1cc(=O)n2c3ccccc3n(CC(O)CN3CCCC3)c2c1C#N (stereo not given)
    4	13	-16	0.7	-3	7	1	1.2	0.8
> CCOc1ccccc1NC=C1C(=O)OC(C)(C)OC1=O
    12	-9	-30	1.7	7	5	-5	3.2	-0.3
> CCN1CCN(C(c2cccs2)C(C)NC(=O)c2ccccc2)CC1 (stereo not given)
    -3	-16	-10	-0.3	16	16	11	-3.5	0.6
> Cc1nc2ccc(NC(=O)NCc3ccco3)cc2s1
    -4	-9	-7	0.4	5	-12	8	3.4	-0.3
> O=C(Nc1ccc(C(F)(F)F)cc1)c1ccc2nc[nH]c2c1
    -2	-7	18	1.0	-4	-18	-4	3.5	1.1
> Cc1ccc(/C=N/NC(=O)c2ccccc2OCc2cccc(Br)c2)o1
    10	24	-4	-1.7	-40	31	-16	-0.5	-0.8
> COC(=O)c1ccc(N2CCN(c3ccccc3)CC2)c(NC(=O)C2CC2)c1
    2	14	-17	1.1	2	43	-9	1.0	0.5
> O=c1[nH]c(CCl)nc2cc(-c3ccc(Cl)cc3)sc12
    4	51	-14	-0.6	8	-8	-31	-5.7	0.4
> COc1ccc(N2CC(C(=O)N/N=C/c3ccc(C)cc3)CC2=O)cc1 (stereo not given)
    10	-33	5	0.2	-26	-38	-6	-1.8	0.0
> COc1cc(/C=C2/NC(=O)N(Cc3ccccc3F)C2=O)ccc1O
    -1	13	11	0.4	-14	-20	-10	-0.1	0.2
> COc1cc(OC)c(C2N(c3ccc(Cl)cc3)C(=O)C3CCCN32)cc1OC (stereo not given)
    3	22	-24	1.5	13	8	-8	1.2	0.6
> COc1cc(C(=O)NCc2ccc(C(=O)NCC(OC)OC)cc2)cc(OC)c1OC
    -3	62	-26	0.1	-3	-27	-7	1.4	0.9
> Cc1cccc(CC2CC(=O)N(CCc3ccc4c(c3)OCO4)C2=O)c1 (stereo not given)
    13	2	-6	-0.6	-17	-12	-33	-0.1	-0.5
> Cc1ccc(S(=O)(=O)NCCSCc2ccco2)cc1
    8	2	-6	-2.7	-14	14	-20	-0.6	-0.6
> CCCCNS(=O)(=O)c1ccc2nc(-c3cccnc3)cc(C(=O)NCCCN(CC)CC)c2c1
    11	-9	1	-0.4	-18	-31	-29	0.9	1.1
> CCC(c1nnnn1CCc1ccccc1)N(Cc1ccco1)Cc1cc2cccc(C)c2[nH]c1=O (stereo not given)
    14	36	-4	1.1	-31	26	-36	0.8	0.6
> Cn1cccc1/C=N/NC(=O)Cn1cnc2ccccc21
    0	38	3	1.6	7	-5	-11	-2.9	0.6

3 of the entries above in order of their number in S1P4 agonist, descending:
SMILES | S1P4 agonist
CCCCNS(=O)(=O)c1ccc2nc(-c3cccnc3)cc(C(=O)NCCCN(CC)CC)c2c1 | 0.9
Cc1ccc(/C=N/NC(=O)c2ccccc2OCc2cccc(Br)c2)o1 | -0.5
Cn1cccc1/C=N/NC(=O)Cn1cnc2ccccc21 | -2.9

More entries
Sequence of screens – NPY-Y1 antag	CHOP inh	S1P4 antagonist	zfTRPN1 agonist	NPY-Y2 PAM-ag	EP2 modulator	NPY-Y1 PAM-ag	S1P4 agonist	TRPML3 agonist
> CCc1cc2cc(C)c(C)cc2nc1SCC(=O)Nc1cc(C)on1
    1	89*	-2	1.1	1	15	8	1.7	1.1
> CCOc1cc(/C=C(/C#N)c2nc3ccccc3[nH]2)ccc1Oc1ccc([N+](=O)[O-])cn1
    1	66	0	0.7	0	-6	-16	1.9	1.2
> CCSc1nc2c(c(=O)[nH]c(=O)n2C)n1C/C=C(/C)Cl
    3	6	8	1.5	11	37&41	18	0.3	0.3
> CCc1ccc(-c2cc(C(=O)N/N=C/c3ccco3)[nH]n2)cc1
    1	-33	5	-0.3	11	-51	-8	-0.7	0.6
> COc1ccc([N+](=O)[O-])cc1NC(=O)/C=C/C(=O)O
    4	-12	-15	-0.2	10	18	-4	2.2	0.6
> FCCCOc1ccc(-c2nccc(-c3ccc(Cl)cc3)n2)cc1
    7	78*	-5	-1.2	6	15	-31	-0.1	-0.1
> O=C(O)CC/C(=C\c1cccc(NC(=O)c2ccccc2Cl)c1)c1nc2ccccc2s1
    11	16	-12	1.0	-18	-77	-21	0.2	0.9
> COc1ccccc1N1CCN(C(c2ccc(F)cc2)c2nnnn2C(C)C)CC1 (stereo not given)
    24*	4	-5	0.3	4	11	-13	-2.7	-0.3
> Cc1nc2sc(C(c3ccco3)N3CCN(c4cccc(Cl)c4)CC3)c(O)n2n1 (stereo not given)
    -4	29	-8	0.1	2	-7	-32	-0.5	-0.7
> COc1cccc(NC(=S)N/N=C2/CCCCc3ccccc32)c1
    5	-31	8	-1.0	-8	34	-18	-0.6	0.2
> Cc1csc(=N)n1CC(=O)N1CCc2ccccc21
    4	-5	6	-0.1	-11	-13	-9	1.7	0.0
> CCOc1ccc(-c2cc(C(=O)OC)[nH]n2)cc1
    6	19	-9	0.7	5	-13	10	1.6	1.1
> O=C(COC(=O)C1(c2ccc(Cl)cc2)CCCC1)NC1CCS(=O)(=O)C1 (stereo not given)
    0	45	-15	1.6	-2	-2	2	0.8	0.2
> C(=N\Nc1ncnc2nc[nH]c12)/c1cccs1
    3	-23	-17	0.7	-2	-9	-1	0.5	0.8
> O=C(COC(=O)CCCN1C(=O)c2cccc3cccc(c23)C1=O)Nc1cccc(C(F)(F)F)c1
    -1	48	-24	-0.3	4	25	9	1.6	0.3
> CCCCC[n+]1cccc2c3ccccc3ccc21
    7	0	-11	-1.7	21	-45	0	-2.4	0.1
> O=C(N=NC(=O)c1ccc2c(O)n(CC3CCCO3)c(O)c2c1)c1cccnc1 (stereo not given)
    /	6	3	0.1	-5	-5	-17	-1.1	0.5
> COCCCNc1nc2c(c(=O)[nH]c(=O)n2C)n1CC(O)COc1ccccc1 (stereo not given)
    5	1	1	-1.1	29	20	96*	-2.3	-0.4
> O=C(Nc1ccc2ccccc2c1)c1ccc(Cl)cc1Cl
    /	-5	-5	0.5	-32	-53	-2	3.3	0.4
> CC(=O)c1sc(NC(=O)c2c(F)cccc2F)nc1C
    0	-4	8	1.0	11	4	10	-3.8	2.1
> O=C(Cn1nnc2ccccc21)c1ccc([N+](=O)[O-])cc1
    /	3	-5	1.5	2	-14	-2	-0.1	0.5
> CCc1nc2ccccc2n1CC1CC1(Cl)Cl (stereo not given)
    9	9	10	0.5	-1	-1	-4	1.5	0.3
> CCOc1ccc2nc(SC3CC(=O)N(c4ccc(C)cc4)C3=O)sc2c1 (stereo not given)
    6	22	3	0.8	0	-20	0	-0.4	-0.3
> CCc1nnc(NC(=O)CN2C(=O)c3ccccc3C2=O)s1
    -2	22	-7	-1.0	9	5	-1	0.2	0.5
> O=C(O)CCCC(=O)Nc1ccc(-n2ccc(C(F)(F)F)n2)cc1
    /	1	-9	1.6	-8	28	-18	2.8	1.2
> CCn1c(NCc2cc(Cl)ccc2O)nc2ccccc21
    /	52	-2	13	-17	-16	-6	1.4	6.2
> CC(C)Sc1nc(N2CCOCC2)c2c3c(sc2n1)COC(C)(C)C3
    1	82*	-1	0.3	9	19	-13	0.3	-0.1
> CC(C)c1cc(CN2CCOCC2)cc(C(C)C)c1O
    /	-5	5	-1.1	2	3	-22	-0.6	0.4
> C[C@@H]1CN(Cc2cn(C)nc2-c2cccc(Cl)c2)C[C@H](C)O1
    0	29	-13	-0.6	-2	31	11	0.5	-0.8
> CC1CN(C2CCN(C(=O)c3cccc(Cl)c3)CC2)CC(C)O1 (stereo not given)
    3	6	-16	0.6	0	35	0	0.7	0.7
> Cc1cc(C)c2[nH]c(=O)c(CN(Cc3nnnn3C3CCCC3)C3CCCCC3)cc2c1
    -3	52	9	0.4	5	58	-11	1.5	0.8
> Cc1ccccc1Cn1cc(/C=N/n2cnnc2)c2ccccc21
    1	40	-22	-1.8	2	64*	-10	0.5	-1.3
> Cc1c(NC(=O)c2ccccc2NS(=O)(=O)c2ccc(F)cc2)c(=O)n(-c2ccccc2)n1C
    -4	-4	0	0.4	20	13	9	-0.7	0.2
> O=C(CCc1ccccc1)NCCc1nc2ccccc2[nH]1
    7	-5	-1	-1.4	-19	11	-11	-0.6	0.2
> O=C(O)c1cn(-c2ccc(N3CCCC3)c(F)c2)c2c(F)c(F)c(F)cc2c1=O
    1	-9	-5	-0.2	-4	10	-10	0.8	-0.6
> COC(=O)c1ccc(OC(=O)CCN2C(=O)C3CCCCC3C2=O)cc1 (stereo not given)
    -4	11	-12	0.7	9	18	12	0.9	-0.8
> N=c1sccn1CC(=O)NCc1ccc(Cl)cc1Cl
    3	38	-14	-0.5	7	23	-15	0.0	0.3
> COC(=O)c1ccc(NC(=S)NC(=O)c2cc(-c3ccccc3)nc3ccccc23)cc1
    41*	15	-14	-0.2	4	-3	-120	-0.4	1.0
> N#C/C(=C\c1ccc(-c2ccccc2Cl)o1)C(=O)Nc1nc2ccccc2s1
    5	68	-12	1.5	2	-48	2	2.3	1.5
> NC(=O)CSc1nnc(Cc2ccc3c(c2)OCO3)n1C1CCCCC1
    16	12	-2	0.1	9	7	-9	6.3	-0.7
> CC(=O)Nc1cc(-c2ccccc2)ccc1O
    7	30	-11	0.2	-2	-5	-15	-0.5	-0.2
> CCCOc1ccc(/C=N/Nc2ccccc2[N+](=O)[O-])c(OCCC)c1
    -3	9	-21	2.4	-4	5	-12	-0.8	1.5
> CC(/C=C/c1ccc2c(c1)OCO2)=N\NC(=O)c1ccccc1
    24*	-24	-10	-0.1	4	-34	-15	-2.0	-0.4
> Cc1ccc(-c2noc(CSc3nnc(CCc4ccccc4)n3-c3ccccc3)n2)cc1
    10	-9	2	-0.6	-15	-45	-38	0.1	1.0
> Cc1nn(C)c(C)c1S(=O)(=O)NC1CCCc2ccccc21 (stereo not given)
    -3	13	8	0.3	-7	-1	2	0.1	0.6
> CCC(c1nnc(SCC(=O)Nc2cccnc2Cl)n1-c1ccccc1)N(C)C (stereo not given)
    2	41	8	0.7	-4	-28	-2	1.0	0.9
